Source: PubChem
LRH-1 inv ag: LRH-1 (NR5A2) inverse agonists, primary screen, cell-based, luminescence, HEK293T, StAR-luciferase reporter; Nuclear receptor subfamily 5 group A member 2 (Homo sapiens), O00482; LRH-1 transfected, 24 h; AID 602396, 2012; 360,000 tested, 0.13% active; inhibition, % at 3.6 µM;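 active means inhibition above the mean inhibition of all tested compounds plus 3 SD, cut at about 73% in these data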;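 further: 0% = DMSO wells and 100% = reporter-only cells lacking LRH-1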
NOD2-RIPK2 inh: NOD2-RIPK2 binding disruptors in cells, primary screen, fluorescence, CHO cells, BLA complementation. Receptor-interacting serine/threonine-protein kinase 2 (Homo sapiens), O43353. CCF4 ratio. inhibition, % at 4.98 µM. 360,000 tested, 0.38% active. AID 624267, 2012; in the data active means inhibition above about 21%;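 further: 0% = vehicle only and 100% = reference blocker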
SRC1 inh: SRC1 coactivator transcriptional activity inhibitors, primary screen, cell-based, luminescence | HEK293 GAL4-SRC1 luciferase reporter | inhibition, % at 3.6 µM | 360,000 tested, 0.12% active | Nuclear receptor coactivator 1 (Homo sapiens), Q15788;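 active means inhibition above the campaign mean plus 3 SD, with each screening campaign given its own cutoff, cut at about 60% in these data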;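 further: 0% = DMSO treated cells and 100% = gossypol at 36 µM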
TWEAK-Fn14 inh: inhibitors of TWEAK-Fn14 signaling, primary screen, luciferase reporter cells, uHTS; inhibition, % at 10 µM; 360,000 tested, 2% active; TWEAK-stimulated Fn14 reporter cells, luciferase luminescence, 8 h; in the data active means inhibition above about 50%
ABHD5 PLIN5 PPI: ABHD5-PLIN5 interaction inhibitors, primary screen, cell lysate, split luciferase complementation, luminescence; Perilipin-5 (Homo sapiens) + 1-acylglycerol-3-phosphate O-acyltransferase ABHD5 (Homo …; 360,000 tested, 0.78% active; inhibition, % at 4 µM; Split G. princeps luciferase complementation, 4 h;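 active means inhibition above the mean inhibition across every tested compound plus 3 SD, cut at about 22% in these data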;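 further: 0% = DMSO only wells and the 100% control is not disclosed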
Exocytosis inh: LAMP-1 surface exposure blockers, TALL-104 cells – cell-based, flow cytometry, MLPCN library, primary screen; TALL-104 LAMP-1 surface exposure; cells stimulated with thapsigargin and PMA; inhibition, % at 10 µM; 360,000 tested, 0.66% active;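 active means inhibition above about 55%, limit read from the data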
SRC2 inh: inhibition of GAL4-SRC2 driven luciferase reporter, primary screen, SRC2 inhibitor project, cell-based, luminescence | Nuclear receptor coactivator 2 (Homo sapiens), Q15596 | HEK293 GAL4-SRC2 luciferase reporter | inhibition, % at 9 µM | 370,000 tested, 0.17% active | AID 651957, 2012;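 active means inhibition above the mean inhibition of all tested compounds plus 3 SD, set per campaign, cut at about 52% in these data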;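 further: 0% = DMSO treated cells and 100% = cells given Gossypol at 36 µM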
TROY NFkB inh: inhibitors of TROY-driven NF-kB signaling, primary screen, Q293 LMP1-TROYcd cells, NF-kB luciferase, uHTS; Q293 LMP1-TROYcd NF-kB luciferase reporter, 4 h; inhibition, % at 10 µM; 360,000 tested, 0.98% active; AID 1347056, 2019;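 active means compounds whose plate-normalised and pattern-corrected inhibition of the luciferase reporter signal at the single screening dose is 50% or more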
SRC3 inh: SRC3 coactivator transcriptional activity inhibitors, primary screen, cell-based, luminescence | Nuclear receptor coactivator 3 (Homo sapiens), Q9Y6Q9 | HEK293 GAL4-SRC3 luciferase reporter | inhibition, % at 3.6 µM | 360,000 tested, 0.17% active | AID 588352, 2011;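 active means inhibition above a per-campaign cutoff, the mean of all compounds plus 3 SD, cut at about 60% in these data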;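 further: 0% = DMSO-treated cells and 100% = gossypol-treated cells at 36 µM; higher means less SRC3-driven luciferase light from the GAL4 reporter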
TLR9-MyD88 inh: inhibitors of TLR9-MyD88 association in cells, primary screen, cell-based, CHO, BLA complementation, fluorescence. Toll-like receptor 9 (Homo sapiens) + Myeloid differentiation primary response protein …. 340,000 tested, 0.21% active. inhibition, % at 4.98 µM. CCF4 FRET ratio;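 active means inhibition above the mean over all tested compounds plus 3 SD, cut at about 21% in these data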;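 further: 0% = DMSO only wells and 100% = clavulanate BLA inhibitor control wells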
Target sequence (Q99836 whole entry, looked up): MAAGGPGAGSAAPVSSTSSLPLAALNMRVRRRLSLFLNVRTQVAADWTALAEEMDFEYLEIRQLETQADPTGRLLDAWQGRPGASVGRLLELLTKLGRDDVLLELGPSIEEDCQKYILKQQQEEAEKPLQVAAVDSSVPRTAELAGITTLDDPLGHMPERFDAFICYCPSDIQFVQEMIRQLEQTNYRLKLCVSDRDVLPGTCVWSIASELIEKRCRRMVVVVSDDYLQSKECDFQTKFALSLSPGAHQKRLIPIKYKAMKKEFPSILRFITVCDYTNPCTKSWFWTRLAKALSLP
Target sequence (Q9NR96 whole entry, looked up): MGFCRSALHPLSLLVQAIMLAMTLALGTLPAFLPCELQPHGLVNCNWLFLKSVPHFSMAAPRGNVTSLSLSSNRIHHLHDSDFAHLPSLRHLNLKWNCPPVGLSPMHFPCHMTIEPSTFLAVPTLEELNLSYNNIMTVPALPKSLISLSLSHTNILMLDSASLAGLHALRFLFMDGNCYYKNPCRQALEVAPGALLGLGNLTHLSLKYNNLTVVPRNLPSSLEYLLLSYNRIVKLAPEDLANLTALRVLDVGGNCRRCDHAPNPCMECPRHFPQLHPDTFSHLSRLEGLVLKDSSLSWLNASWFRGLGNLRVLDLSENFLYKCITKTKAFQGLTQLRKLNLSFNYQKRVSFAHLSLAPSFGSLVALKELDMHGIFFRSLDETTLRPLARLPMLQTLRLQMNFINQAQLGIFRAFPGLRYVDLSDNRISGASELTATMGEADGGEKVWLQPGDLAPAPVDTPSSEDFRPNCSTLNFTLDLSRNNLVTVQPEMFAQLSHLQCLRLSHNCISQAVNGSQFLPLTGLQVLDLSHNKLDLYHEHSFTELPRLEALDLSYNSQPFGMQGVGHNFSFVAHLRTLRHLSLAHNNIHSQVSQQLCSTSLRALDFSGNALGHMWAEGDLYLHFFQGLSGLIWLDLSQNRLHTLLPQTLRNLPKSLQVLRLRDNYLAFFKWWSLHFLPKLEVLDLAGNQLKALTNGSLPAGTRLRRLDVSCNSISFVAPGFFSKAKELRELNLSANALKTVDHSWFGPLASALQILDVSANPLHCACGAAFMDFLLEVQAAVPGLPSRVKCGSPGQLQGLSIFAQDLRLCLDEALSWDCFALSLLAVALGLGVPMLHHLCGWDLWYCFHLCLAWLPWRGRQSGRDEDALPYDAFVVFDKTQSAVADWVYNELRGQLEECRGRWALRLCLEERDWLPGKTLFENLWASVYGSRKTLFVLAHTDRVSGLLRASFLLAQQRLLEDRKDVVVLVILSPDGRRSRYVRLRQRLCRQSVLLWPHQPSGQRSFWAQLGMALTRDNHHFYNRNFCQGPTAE
COUP-TFII inh: NR2F2 transcriptional activity inhibitors, primary screen, cell-based, luciferase reporter, HEK293T, luminescence. HEK293T NGFI-A luciferase reporter. inhibition, % at 8.6 µM. COUP transcription factor 2 (Homo sapiens), P24468. 370,000 tested, 0.7% active;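 active means inhibition above a per-plate cutoff, mean inhibition of test wells between control levels plus 3 SD, cut at about 38% in these data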;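 further: cells cotransfected with COUP-TFII expression vector driving the NGFI-A reporter; 0% = median of COUP-TF2 test wells and 100% = reporter-only cells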
Active calls of the source: *.

Screening C/C(=N\NC(=O)c1ccc(Br)cc1)c1cccnc1 returned LRH-1 inv ag -20, NOD2-RIPK2 inh 8, SRC1 inh 5, TWEAK-Fn14 inh -19, ABHD5 PLIN5 PPI -5, Exocytosis inh -1, SRC2 inh -20, TROY NFkB inh -8, SRC3 inh -43, TLR9-MyD88 inh -1 and COUP-TFII inh 13.
For CCCS(=O)(=O)NC(=O)C1(C)CCCN(C(=O)c2nc3ccccc3s2)C1 (stereo unspecified) the results were LRH-1 inv ag 0, NOD2-RIPK2 inh 9, SRC1 inh -14, TWEAK-Fn14 inh 7, ABHD5 PLIN5 PPI 8, Exocytosis inh -14, SRC2 inh 7, TROY NFkB inh -14, SRC3 inh -14 and COUP-TFII inh -8.
C=CC(=O)NC(C)(C)CCN1CCOCC1 was read as LRH-1 inv ag 8, NOD2-RIPK2 inh 0, SRC1 inh 4, TWEAK-Fn14 inh 5, ABHD5 PLIN5 PPI -4, Exocytosis inh 12, SRC2 inh -6, TROY NFkB inh 8, SRC3 inh 10, TLR9-MyD88 inh 8 and COUP-TFII inh 1.
For COCCCNC(=O)CC1C[C@H](C(=O)N2CCCCC2)[C@@]2(C)c3[nH]c4ccc(OC)cc4c3CCN2C1=O (stereo partly specified) the results were LRH-1 inv ag 10, NOD2-RIPK2 inh -14, SRC1 inh 11, TWEAK-Fn14 inh -1, ABHD5 PLIN5 PPI 8, Exocytosis inh -1, SRC2 inh -7, TROY NFkB inh -2, SRC3 inh 4, TLR9-MyD88 inh -3 and COUP-TFII inh -5.
Cn1cccc1C(=O)NC(=O)COC(=O)c1ccccc1O was read as LRH-1 inv ag 3, NOD2-RIPK2 inh -1, SRC1 inh -2, TWEAK-Fn14 inh -2, ABHD5 PLIN5 PPI -3, Exocytosis inh -4, SRC2 inh -32, TROY NFkB inh -3, SRC3 inh -16, TLR9-MyD88 inh -1 and COUP-TFII inh 4.
Screening CCCOc1ccc(/C=C/C(=O)OCC(=O)N(C)c2c(N)n(Cc3ccccc3)c(=O)[nH]c2=O)cc1OCC returned LRH-1 inv ag -5, NOD2-RIPK2 inh 7, SRC1 inh -18, TWEAK-Fn14 inh 10, ABHD5 PLIN5 PPI -6, Exocytosis inh -9, SRC2 inh -7, TROY NFkB inh 12, SRC3 inh -6, TLR9-MyD88 inh 5 and COUP-TFII inh -8.
Screening COc1cccc(-c2nnc(NC(=O)c3ccco3)s2)c1 returned LRH-1 inv ag -43, NOD2-RIPK2 inh -12, SRC1 inh -79, TWEAK-Fn14 inh -23, ABHD5 PLIN5 PPI -2, Exocytosis inh -2, SRC2 inh -47, TROY NFkB inh -51, SRC3 inh -94, TLR9-MyD88 inh -3 and COUP-TFII inh -6.
`CCCCC(=O)NC(=S)NNS(=O)(=O)c1ccccc1` gave LRH-1 inv ag 12, NOD2-RIPK2 inh -13, SRC1 inh -20, TWEAK-Fn14 inh 8, ABHD5 PLIN5 PPI -16, Exocytosis inh -2, TROY NFkB inh 10, SRC3 inh -5 and TLR9-MyD88 inh -9.
Screening O=C(Nc1cccnc1)c1c(F)c(F)c(F)c(F)c1F returned LRH-1 inv ag -7, NOD2-RIPK2 inh 3, SRC1 inh -4, TWEAK-Fn14 inh -2, ABHD5 PLIN5 PPI -3, Exocytosis inh 1, SRC2 inh 15, TROY NFkB inh -14, SRC3 inh 17, TLR9-MyD88 inh 3 and COUP-TFII inh 18.
CC1(C)Oc2ccc(C(=O)N/N=C/c3ccc(O)cc3)cc2NC1=O was read as LRH-1 inv ag 2, NOD2-RIPK2 inh -7, SRC1 inh -1, TWEAK-Fn14 inh 18, ABHD5 PLIN5 PPI 4, Exocytosis inh -10, SRC2 inh -39, TROY NFkB inh 3, SRC3 inh 2, TLR9-MyD88 inh -8 and COUP-TFII inh -2.
For CN(CCCC1CCCC1)C(=O)CC1C(=O)NCCN1Cc1ccc(F)cc1 (stereo unspecified) the results were LRH-1 inv ag 3, NOD2-RIPK2 inh -3, SRC1 inh -24, TWEAK-Fn14 inh -2, ABHD5 PLIN5 PPI 0, Exocytosis inh 22, SRC2 inh 6, TROY NFkB inh 10, SRC3 inh 6, TLR9-MyD88 inh -6 and COUP-TFII inh 4.
For Nc1ncnc2nc(SCCC(=O)O)[nH]c12 the results were LRH-1 inv ag -5, NOD2-RIPK2 inh 1, SRC1 inh -14, TWEAK-Fn14 inh -1, ABHD5 PLIN5 PPI -5, Exocytosis inh 0, SRC2 inh -41, TROY NFkB inh 3, SRC3 inh 1, TLR9-MyD88 inh 0 and COUP-TFII inh 18.
Screening N#Cc1c(-c2ccccc2)c(-c2ccccc2)nn(CC(=O)NNC(=O)Nc2ccc(Cl)cc2)c1=O returned LRH-1 inv ag -9, NOD2-RIPK2 inh -8, SRC1 inh -5, TWEAK-Fn14 inh 4, ABHD5 PLIN5 PPI -6, Exocytosis inh 9, SRC2 inh 9, TROY NFkB inh 2, SRC3 inh 0 and COUP-TFII inh 12.
`O=C(Nc1ccc2oc(-c3ccccc3)nc2c1)c1cccnc1` gave LRH-1 inv ag -122, NOD2-RIPK2 inh 5, SRC1 inh -63, TWEAK-Fn14 inh -39, ABHD5 PLIN5 PPI 2, Exocytosis inh -2, SRC2 inh -48, TROY NFkB inh -41, SRC3 inh -41, TLR9-MyD88 inh -5 and COUP-TFII inh -28.
For CCCCCCNC(=O)O[C@H]1C[C@@H]2C(=O)N(c3ccccc3)C(=O)[C@@H]2[C@@H]2CN(S(=O)(=O)c3ccc(C)cc3)C[C@]12O the results were LRH-1 inv ag 4, NOD2-RIPK2 inh -6, SRC1 inh 1, TWEAK-Fn14 inh 1, ABHD5 PLIN5 PPI -2, Exocytosis inh -11, SRC2 inh 11, TROY NFkB inh 7, SRC3 inh -14, TLR9-MyD88 inh -5 and COUP-TFII inh -1.
For COc1cc(NC(=S)NCc2ccco2)cc(OC)c1OC the results were LRH-1 inv ag -5, NOD2-RIPK2 inh -8, SRC1 inh 9, TWEAK-Fn14 inh 10, ABHD5 PLIN5 PPI 6, Exocytosis inh 3, SRC2 inh 10, TROY NFkB inh 8, SRC3 inh 15, TLR9-MyD88 inh -6 and COUP-TFII inh -21.
CCOC(=O)N1CCN(C(=O)c2cn(C)c3ccc(S(=O)(=O)N(CC)CC)cc3c2=O)CC1 was read as LRH-1 inv ag 6, NOD2-RIPK2 inh -6, SRC1 inh 10, TWEAK-Fn14 inh 9, ABHD5 PLIN5 PPI 3, Exocytosis inh -6, SRC2 inh 0, TROY NFkB inh 13, SRC3 inh -5, TLR9-MyD88 inh 10 and COUP-TFII inh 5.
Screening CC#Cc1cc2c(cc1O)CCC1C2CCC2(C)C(O)CCC12 (stereo unspecified) returned LRH-1 inv ag 8, NOD2-RIPK2 inh 5, SRC1 inh 1, TWEAK-Fn14 inh -5, ABHD5 PLIN5 PPI 1, Exocytosis inh 8, SRC2 inh -2, TROY NFkB inh 9, SRC3 inh -15, TLR9-MyD88 inh -6 and COUP-TFII inh -11.
Screening CCC(N=c1cc(-c2ccc(OC)c(OC)c2)oc2ccc(C)cc12)C(=O)O (stereo unspecified) returned LRH-1 inv ag -8, NOD2-RIPK2 inh -2, SRC1 inh 4, TWEAK-Fn14 inh -35, ABHD5 PLIN5 PPI 7, Exocytosis inh -2, SRC2 inh -40, TROY NFkB inh -13, SRC3 inh -6, TLR9-MyD88 inh -3 and COUP-TFII inh -17.
For CCn1c(SCC(=O)Nc2nccc(C)n2)nc2ccccc21 the results were LRH-1 inv ag 10, NOD2-RIPK2 inh -10, SRC1 inh 1, TWEAK-Fn14 inh 1, ABHD5 PLIN5 PPI 2, Exocytosis inh 2, SRC2 inh 12, TROY NFkB inh -4, SRC3 inh -14, TLR9-MyD88 inh -3 and COUP-TFII inh -13.
For C=C(C)Cn1c(SCC(=O)O)nnc1-c1ccc(OC)cc1 the results were LRH-1 inv ag -7, NOD2-RIPK2 inh -7, SRC1 inh -2, TWEAK-Fn14 inh 1, ABHD5 PLIN5 PPI -9, Exocytosis inh 0, SRC2 inh -7, TROY NFkB inh 5, SRC3 inh 16, TLR9-MyD88 inh -1 and COUP-TFII inh -14.
Screening COC(=O)/C=c1\sc2n(c1=O)C(C)=CC(C)(C)N=2 returned LRH-1 inv ag 14, NOD2-RIPK2 inh 3, SRC1 inh 6, TWEAK-Fn14 inh 19, ABHD5 PLIN5 PPI -6, Exocytosis inh 0, SRC2 inh 17, TROY NFkB inh -10, SRC3 inh 17, TLR9-MyD88 inh -2 and COUP-TFII inh 9.
Screening C/C(=C/C(=O)Nc1cccc(F)c1)N1CCCC1 returned LRH-1 inv ag 2, NOD2-RIPK2 inh -4, SRC1 inh -15, TWEAK-Fn14 inh 2, ABHD5 PLIN5 PPI -1, Exocytosis inh 0, SRC2 inh -14, TROY NFkB inh -2, SRC3 inh -16, TLR9-MyD88 inh 0 and COUP-TFII inh 7.
`NC(=O)C1CC(=O)N(c2ccc(OCC(=O)NCc3ccccc3)cc2)C1` (stereo unspecified) gave LRH-1 inv ag 13, NOD2-RIPK2 inh -7, SRC1 inh 19, TWEAK-Fn14 inh 33, ABHD5 PLIN5 PPI 6, Exocytosis inh -9, SRC2 inh -16, TROY NFkB inh -10, SRC3 inh -16, TLR9-MyD88 inh -4 and COUP-TFII inh 16.
For O=C(CCNS(=O)(=O)c1cccs1)N1CCN(c2cccc(C(F)(F)F)c2)CC1 the results were LRH-1 inv ag -1, NOD2-RIPK2 inh -1, SRC1 inh 3, TWEAK-Fn14 inh 17, ABHD5 PLIN5 PPI 6, Exocytosis inh 1, SRC2 inh 33, TROY NFkB inh 15, SRC3 inh 15, TLR9-MyD88 inh -3 and COUP-TFII inh -1.
`CS(=O)(=O)N(CC(=O)Nc1cccc(Cl)c1)c1ccccc1Cl` gave LRH-1 inv ag -17, NOD2-RIPK2 inh 0, SRC1 inh -14, TWEAK-Fn14 inh -10, ABHD5 PLIN5 PPI 1, Exocytosis inh 85*, SRC2 inh 2, TROY NFkB inh -41, SRC3 inh 2, TLR9-MyD88 inh 3 and COUP-TFII inh 10.
For O=C(NC1CCCCC1)C(c1ccc2ncccc2c1)N(Cc1cccs1)C(=O)c1cccs1 (stereo unspecified) the results were LRH-1 inv ag 0, NOD2-RIPK2 inh 1, SRC1 inh 8, TWEAK-Fn14 inh 17, ABHD5 PLIN5 PPI -3, Exocytosis inh -1, SRC2 inh 0, TROY NFkB inh 4, SRC3 inh 6, TLR9-MyD88 inh -4 and COUP-TFII inh -2.

A portion of the library (hit frequency here may not be typical).
